Mtb RmlCD inh – M. tuberculosis RmlC/RmlD coupled enzyme inhibitors, primary screen, biochemical, compound mixtures, 384-well, from 1536-well plates. dTDP-4-dehydrorhamnose reductase (Mycobacterium tuberculosis (strain ATCC 25618 / H37Rv)) …. RmlC+RmlD coupled enzyme assay, percent inhibition; primary screen in compound mixtures. inhibition, % at 3.6 µM. hit rate 0.03% among 160,000; in the data active = inhibition mostly above about 34%, no sharp cut-off; note: some results filed as inactive read as strong as hits
Target sequence (P9WH09 whole entry, looked up): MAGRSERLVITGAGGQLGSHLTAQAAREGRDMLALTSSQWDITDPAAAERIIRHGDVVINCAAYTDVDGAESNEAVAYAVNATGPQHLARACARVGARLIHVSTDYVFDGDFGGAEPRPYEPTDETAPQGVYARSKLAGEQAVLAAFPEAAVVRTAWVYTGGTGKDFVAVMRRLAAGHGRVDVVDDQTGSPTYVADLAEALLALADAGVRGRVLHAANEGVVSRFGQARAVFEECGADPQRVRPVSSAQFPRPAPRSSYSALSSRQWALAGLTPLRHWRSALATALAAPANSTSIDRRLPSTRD
Target sequence (P9WH11 whole entry, looked up): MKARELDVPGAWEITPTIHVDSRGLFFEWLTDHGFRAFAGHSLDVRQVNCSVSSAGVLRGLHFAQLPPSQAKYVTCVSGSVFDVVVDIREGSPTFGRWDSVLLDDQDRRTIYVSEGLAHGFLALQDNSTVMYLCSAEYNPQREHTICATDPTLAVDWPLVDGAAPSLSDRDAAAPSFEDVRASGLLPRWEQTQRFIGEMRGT
GlmU inhibition – inhibition of mycobacterial GlmU enzyme – biochemical, glucosamine-1-phosphate acetyltransferase (AID 1376); inhibition, %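 (tested at 30 µM in the primary screen)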, or IC50 in µM where a hit was titrated; M. tuberculosis GlmU acetyltransferase enzyme assay; higher % means a stronger effect; hit rate 0.25% among 220,000; in the data active = inhibition above about 13%;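 note: 0% = complete reaction with vehicle and 100% = reaction without substrate; strong numbers were not always called active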
An asterisk follows results filed as active; · = not tested or not shown; & = joins results of further samples. The list is partial; rates above refer to the full screens.

SMILES	Mtb RmlCD inh	GlmU inhibition
CN(C)c1ccc(/C=C2\C(=N)N3C(=NC2=O)Sc2cc(S(C)(=O)=O)ccc23)cc1	-7	-6.6%
CCOc1ccc(-n2c(C)cc(/C=C3/C(=N)N4C(=NC3=O)SN=C4S(C)(=O)=O)c2C)cc1	14	9.3%
Cc1ccc(S(=O)(=O)Nc2ccnc3ccccc23)cc1	·	-2.5%
O=C(CCC1CCCN(Cc2ccc3c(c2)CCO3)C1)NCc1ccc(F)c(F)c1 (configuration not stated)	-8	6.8%
CCOC(=O)c1c(C)[nH]c(C(=O)COC(=O)c2[nH]c(C)c(C(C)=O)c2C)c1C	14	0.9%
COc1ccc(/C=N/NC(=O)c2cc(OC)c(OC)c(OC)c2)cc1CN1CCc2cc(OC)c(OC)cc2C1C (configuration not stated)	2	-12%
COC(=O)COc1ccc(C2NC(=O)NC(C)=C2C(=O)NCc2ccccc2)cc1OC (configuration not stated)	9	2.6%
CN1CCN(C(=O)c2ccc(-n3cccn3)nc2)CC1	-7	6.3%
Cc1cccc(OCC(=O)Nc2cc(S(=O)(=O)N3CCCCC3)ccc2N2CCN(C)CC2)c1	5	-5.6%
COC(=O)c1sc2ccccc2c1-n1cccc1C(=O)C(=O)Nc1ccc(C)cc1	3	1.6%
COc1ccc(N(CC(=O)Nc2ccc3c(c2)OCO3)S(=O)(=O)c2ccccc2)cc1OC	4	12%
O=C(Nc1ccc(N2CCOCC2)cc1)c1cccc(S(=O)(=O)N2CCCCCC2)c1	1	-3.1%
O=C1CC(C(=O)Nc2ccc(Cl)cc2)n2ncnc2N1 (configuration not stated)	-8	-3.9%
O=C(c1ccc(OC2CCN(Cc3ccccn3)CC2)cc1)N1CCCCCC1	·	0.1%
Cc1ccc2c(C(=O)N3CCN(c4ccccc4)CC3)cc(-c3cccnc3)nc2c1C	-2	-7.4%
COc1ccc(S(=O)(=O)n2nc(-n3c(C)ccc3C)c3c(F)cccc32)cc1OC	1	-7.2%
Oc1ccccc1-c1nc(NCCN2CCOCC2)c2ccccc2n1	-2	-3.1%
NC(=O)COc1ccc2oc(-c3ccccc3)cc(=O)c2c1	7	-2.7%
CC(C)(C)NC(=O)c1cccc(NC(=O)CSc2ccc(Cl)cc2)c1	-7	5.8%
Cc1ccc(S(=O)(=O)c2c(N)n(NC(=O)c3ccccc3C)c3nc4ccccc4nc23)cc1	0	2.9%
CCCCOc1ccc(-c2nnn(CC(=O)Nc3ncc(CC(=O)OCC)s3)n2)cc1	9	0.8%
Cc1cc(C(=O)NNC(=O)c2cccc(Cl)c2)no1	-5	-2.5%
CCCCNC(=O)COC(=O)c1cc(S(=O)(=O)N2CCCCCC2)ccc1OC	-2	5.5%
S=C(NCCCN1CCOCC1)NC1CCCC1	-4	-3.2%
O=c1oc2c(CN3CCOCC3)c(O)ccc2c2ccccc12	·	-4.3%
O=C(O)CCCCCNc1nc2ncn(Cc3ccccc3)c2c(=O)[nH]1	·	0.9%
O=C(CN(Cc1ccccc1)C(=O)c1cccc([N+](=O)[O-])c1)Nc1c(Cl)cc(Cl)cc1Cl	3	2.8%
O=S(=O)(c1ccc(Cl)cc1)N1CCC2(CC1)CO2	4	0.6%
O=C(O)c1ccccc1P(=O)(c1ccccc1)c1ccccc1	16	0.4%
C(/CCc1ccccc1)=N\n1cnnc1	·	-3.3%
Cc1nn(-c2ccccc2)c(C)c1/C=N/NC(=O)c1cc(-c2ccc(Br)s2)[nH]n1	6	4.2%
CC[C@@H]1CC=C[C@H]2[C@H]1C(=O)N(Cc1ccccc1)[C@H]2c1ccc(OC)c(Cl)c1	·	0.6%
COc1cc(O)c(C(CCN2CCCC(C)C2)c2cc(OC)c(OC)c(OC)c2)c(OC)c1 (configuration not stated)	-12	-0.2%
O=C(c1ccc(Cl)cc1)N1CCC(O)(CSc2ccc(Cl)cc2Cl)CC1	7	-0.2%
CCOc1ccc(C(Nc2ccc(C)cc2)P2(=O)OCCC(C)O2)cc1 (configuration not stated)	14	43%
S=C(NCCc1ccccc1)NCC1CCCO1 (configuration not stated)	·	0.5%
Cc1ccccc1-c1nn[nH]n1	4	3.3%
CS(=O)(=O)N(CC(=O)Nc1ccccc1C(=O)N1CCOCC1)c1ccc(Cl)cc1	-1	0.9%
Cc1cc(NC(=O)c2cc(C(C)C)on2)no1	-17	-1.8%
CC(C)(C)N1OC2CC1c1nc3ccccc3n1C2 (configuration not stated)	4	2.8%
O=C(CNC(=S)N(CCCN1CCOCC1)Cc1cccs1)NC1CCCC1	3	4.7%
Cc1[nH]c2ccccc2c1CN1CCC(CO)(Cc2ccccc2)CC1	1	4.8%
C=CCn1c(Cc2cccc3ccccc23)n[nH]c1=S	-11	7.9%
Cc1oc2nc(SCC(=O)N3CCCCC3)nc(N)c2c1C	·	0.1%
Cc1cccc(C)c1NC(=O)CCCCCC1NC(=O)NC1C (configuration not stated)	29	0.1%
COc1ccccc1CNC(=O)CSC1=NCCS1	69	-6.0%
NC(=O)c1ccccc1N/C=C/C(=O)c1ccc(Cl)cc1Cl	8	·
COc1ccc(CCCC(=O)O)c(C)c1	·	1.6%
Cc1ccc2nc(-c3cccc(NS(C)(=O)=O)c3)cc(-c3ccccc3)c2c1	-3	-0.9%
Cc1cc(C)c2c(-n3cccc3)c(C(=O)O)sc2n1	-4	0.1%
Cc1ccccc1C1(CCN2CCCCC2)CCOC(C)(C)C1 (configuration not stated)	·	7.5%
C[C@H](NC(=O)c1ccco1)C(=O)NCCc1ccc(S(N)(=O)=O)cc1	41	-1.8%
O=C(NC1CCCCCC1)c1ccc(S(=O)(=O)NCc2ccco2)cc1	·	1.2%
CC(CC(C)C(=O)N1CCOCCN(C(=O)C(C)CC(C)C(=O)O)CCOCC1)C(=O)O (configuration not stated)	-4	-3.5%
CC(C)(C)c1cc(C(=O)NCc2ccco2)ccn1	2	5.4%
CCCOc1ccc(Br)cc1/C=N/O	1	-3.7%
CS(=O)(=O)N(CCC(=O)O)Cc1ccccc1	10	2.1%
O=C(CCn1nnc2ccccc21)Nc1nnc(-c2ccccc2F)s1	·	-1.7%
Cc1sc(-n2cccc2)c(C(=O)O)c1C	3	0.1%
CCn1c(/C=C2\C(=O)N(C)c3ccccc32)nc2ccccc2c1=O	12	·

Additional entries
SMILES	Mtb RmlCD inh	GlmU inhibition
CC(C)(C)C(=O)Nc1cc(C(F)(F)F)ccc1-n1ccnc1	6	1.2%
CCCC(=O)NNC(=O)c1ccoc1C	-7	-4.4%
CCOC(=O)N1CCC(NC(=O)CN2C(=O)CSc3ncccc32)CC1	12	-0.1%
CC(NC(=O)c1cccnc1)c1ccc2c(c1)OCO2 (configuration not stated)	-1	-6.6%
COCCn1c(=NC(C)=O)sc2cc([N+](=O)[O-])ccc21	-3	0.8%
COc1ccc(S(=O)(=O)Cc2ccc(C(=O)NC3CC3)o2)cc1	7	-2.3%
COc1cc(/C=N/NC(=O)Cc2ccc(Br)cc2)cc(OC)c1O	-4	4.3%
Cc1ccc2c(c1)C1CN(C)CCC1N2C(=O)Nc1ccc(Cl)cc1 (configuration not stated)	·	2.3%
Cc1ccc(NC(=O)C2(c3ccccc3)CCCC2)nc1	·	-5.8%
O=C(O)COc1cnc2ccccc2n1	3	-3.3%
O=C1CSC(c2cccnc2)N1c1ccccc1 (configuration not stated)	16	-1.6%
COc1ccc(N=C2SC(C(N)=O)CC(=O)N2CCc2ccc(OC)c(OC)c2)cc1 (configuration not stated)	4	2.7%
O=C(NCCc1c[nH]c2ccccc12)/C(=C\c1cccnc1)NC(=O)c1cccs1	-8	3.5%
NCC(O)COc1ccc2c(c1)OCO2 (configuration not stated)	·	-0.2%
O=C(NC(=S)Nc1nc(-c2cccc3ccccc23)cs1)c1cc2ccccc2o1	-11	2.9%
CSCc1c(C(=O)NC2CCCc3ccccc32)oc2ccccc12 (configuration not stated)	9	2.3%
O=C1NC(=O)C(=Cc2csc3ccccc23)C(=O)N1	-3	-3.2%
COc1cccc(F)c1C(C[N+](=O)[O-])c1c(N)n(C)c(=O)n(C)c1=O (configuration not stated)	-9	-0.1%
COc1ccc(C2CC3(O)NC(=O)C(C#N)(C3C)C2(C#N)C#N)cc1 (configuration not stated)	-11	3.0%
CC(=O)c1sc(NC(=O)c2ccccc2F)nc1C	·	7.8%
CNC(=S)N/N=C(\C)c1ccc2c(c1)OCCO2	34	1.2%
CCCc1cnc(N2CCN(S(C)(=O)=O)CC2)nc1	4	-2.6%
CCCc1ccc(Oc2cc(Cl)nc(N)n2)cc1	·	0.4%
CCOC(=O)C1(C)/C(=N/Nc2ccccc2OC)C(=O)C(=O)N1c1ccccc1 (configuration not stated)	·	2.1%
CCOC(=O)C1(CC2CC2)CCN(Cc2cn[nH]c2-c2cccc(F)c2)CC1	·	-4.2%
Cc1cc(C)cc(NC(=O)N2c3ccccc3NC(=O)CC2C)c1 (configuration not stated)	3	2.9%
CC(C)CCn1c(CN2CCN(Cc3ccccc3)CC2)nc2c1c(=O)n(C)c(=O)n2C	·	-0.2%
CCOC(=O)c1ccc(N=C2C(=S)N(c3ccc(C(=O)OCC)cc3)C(=N)N2/N=C/c2ccccc2)cc1	·	11%
N#CCc1cc2ccc3cccc4ccc(c1)c2c34	21	-6.9%
CCOc1ccc2nc(NC(=O)C(CCSC)NS(=O)(=O)c3cccs3)sc2c1 (configuration not stated)	15	1.5%
N#CC(C(=O)Nc1cccc(Cl)c1)=C1Nc2ccccc2N1	·	-4.0%
Cc1ccc(OCc2n[nH]c(=S)n2Cc2ccccc2)cc1	-8	4.1%
CCCCNC(=S)N1CCN(Cc2ccc3c(c2)OCO3)CC1	-9	5.8%
O=C(NN=C1CCCCCCCCCCC1)c1cccc(S(=O)(=O)N2CCOCC2)c1	-7	0.4%
O=C1CCN(S(=O)(=O)c2ccc(Cl)cc2)N1	-13	1.3%
Cc1nc2cc(NC(=O)COc3ccc(C#N)cc3)ccc2n1-c1ccccc1	-4	2.2%
O=C(O)Cc1ccc(NS(=O)(=O)c2c(Cl)cccc2Cl)cc1	-12	4.5%
c1ccc(-c2nc[nH]c2-c2ccccc2)cc1	6&-1	2.7%&-3.6%
CC(C)CC1C2C(=O)N(c3ccccc3)C(=O)C2ON1c1ccccc1 (configuration not stated)	·	-4.1%
C#CCn1c(=NC(=O)c2sc3ccccc3c2Cl)sc2cc(S(N)(=O)=O)ccc21	9	-5.8%
Cc1ccc(-c2nn3c(C)nnc3s2)cc1NCc1c(F)cccc1Cl	18	-6.7%
Cc1ccc(C(=O)Oc2cccc(NC(=O)c3cccs3)c2)cc1S(=O)(=O)N1CCOCC1	1	-0.2%
O=C(CCn1c(=O)oc2ccccc21)Nc1nccs1	·	5.1%
CCN1CCN(C(c2cccs2)C(C)NC(=O)Oc2ccccc2)CC1 (configuration not stated)	·	-8.1%
Cc1noc2ncnc(N3CCN(c4cccc(Cl)c4)CC3)c12	15	-2.2%
O=C(O)[C@H](Cc1ccccc1)NC(=O)N1CCN(c2ccc(F)cc2)CC1	·	-3.2%
Cc1ccc(C(=O)Nc2ccccc2C(=O)NCc2ccco2)cc1S(=O)(=O)N1CCCCC1	0	1.2%
COc1cc(/C=C/C(=O)c2ccc(F)cc2)cc(OC)c1OC	2	-0.9%
CCOC(=O)c1c(SC)[nH]c2c(Cl)cccc2c1=O	·	-5.3%
CC(C)N1C(=O)C2C(C(=O)NCc3ccccc3)C3C=CC2(O3)C1C(=O)NC(C)(C)C (configuration not stated)	8	-2.3%
FC(F)(F)c1ccccc1NC(=S)N/N=C1\CC2CC=CC12 (configuration not stated)	·	-4.3%
COc1ccc(Cn2nnnc2C(c2ccccc2)N2CCN(C3CCCC3)CC2)cc1 (configuration not stated)	-5	-0.7%
Cc1cccc2c1-c1sc(C(=O)Nc3ccccc3N3CCN(C)CC3)cc1CO2	-7	-2.0%

Of the compounds above, these have a Cl atom.
SMILES	Mtb RmlCD inh	GlmU inhibition
O=C1CC(C(=O)Nc2ccc(Cl)cc2)n2ncnc2N1 (configuration not stated)	-8	-3.9%
CC(C)(C)NC(=O)c1cccc(NC(=O)CSc2ccc(Cl)cc2)c1	-7	5.8%
Cc1cc(C(=O)NNC(=O)c2cccc(Cl)c2)no1	-5	-2.5%
O=C(CN(Cc1ccccc1)C(=O)c1cccc([N+](=O)[O-])c1)Nc1c(Cl)cc(Cl)cc1Cl	3	2.8%
O=S(=O)(c1ccc(Cl)cc1)N1CCC2(CC1)CO2	4	0.6%
CC[C@@H]1CC=C[C@H]2[C@H]1C(=O)N(Cc1ccccc1)[C@H]2c1ccc(OC)c(Cl)c1	·	0.6%
O=C(c1ccc(Cl)cc1)N1CCC(O)(CSc2ccc(Cl)cc2Cl)CC1	7	-0.2%
CS(=O)(=O)N(CC(=O)Nc1ccccc1C(=O)N1CCOCC1)c1ccc(Cl)cc1	-1	0.9%
NC(=O)c1ccccc1N/C=C/C(=O)c1ccc(Cl)cc1Cl	8	·
Cc1ccc2c(c1)C1CN(C)CCC1N2C(=O)Nc1ccc(Cl)cc1 (configuration not stated)	·	2.3%
CCCc1ccc(Oc2cc(Cl)nc(N)n2)cc1	·	0.4%
N#CC(C(=O)Nc1cccc(Cl)c1)=C1Nc2ccccc2N1	·	-4.0%
O=C1CCN(S(=O)(=O)c2ccc(Cl)cc2)N1	-13	1.3%
O=C(O)Cc1ccc(NS(=O)(=O)c2c(Cl)cccc2Cl)cc1	-12	4.5%
C#CCn1c(=NC(=O)c2sc3ccccc3c2Cl)sc2cc(S(N)(=O)=O)ccc21	9	-5.8%
Cc1ccc(-c2nn3c(C)nnc3s2)cc1NCc1c(F)cccc1Cl	18	-6.7%
Cc1noc2ncnc(N3CCN(c4cccc(Cl)c4)CC3)c12	15	-2.2%
CCOC(=O)c1c(SC)[nH]c2c(Cl)cccc2c1=O	·	-5.3%

Screens from PubChem.
